Bioassay records deposited in PubChem BioAssay by several laboratories.
KOR beta-arrestin-1 – KOR antagonists, beta-arrestin recruitment, cell-based, luminescence, uHTS (AID 1778); KOR beta-arrestin recruitment, luminescence, antagonist mode; higher % means a stronger effect; one-dose inhibition, % at 10 µM; IC50 in µM for titrated hits; 0.091% of 290,000 active; in the data active = inhibition above about 50%; also: strong numbers were not always called active
GPR55 activation – selective activators of receptor GPR55 – imaging, U2OS cells, beta-arrestin-GFP redistribution, primary screen (AID 1961) | U2OS GPR55 beta-arrestin-GFP redistribution imaging; higher % means a stronger effect | activation, % at 10 µM, or EC50 in µM where a hit was titrated | 0.048% of 290,000 active;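 active = activation above 40% with more than 50 cells counted in the well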;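 also: U2OS osteosarcoma cells stably expressing GPR55 and beta-arrestin-GFP; plate controls were DMSO negative control for no effect and LPI positive control for full effect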
GPR55 antagonists – inhibition of LPI-stimulated GPR55 beta-arrestin translocation – imaging, U2OS, beta-arrestin-GFP, LPI agonist, primary screen (AID 2013); 0.13% of 290,000 active; U2OS GPR55 beta-arrestin-GFP translocation imaging, LPI antagonism; higher % means a stronger effect; inhibition, % at 10 µM; hits with a dose series show IC50 in µM;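 active = spots per cell inhibited over 60%, with over 100 cells counted and total cytoplasm intensity under 500,000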;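 also: U2OS cells stably carrying GPR55 and arrestin-GFP stimulated by 5 µM LPI near EC80; imaged beta-arrestin-GFP aggregate spots per cell after agonist stimulation; plate controls were LPI-stimulated DMSO wells for no effect and DMSO wells without LPI for full effect; some results filed as inactive read as strong as hits; confirmed hits need IC50 under 10 µM and bright autofluorescent wells are also inconclusive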
HIV peptide binding – cell-free HIV fusion peptide-binding blockers – biochemical, uHTS, fluorescence dequenching, primary screen (AID 1986); inhibition, % at 20 µM; hits with a dose series show IC50 in µM; 0.3% of 290,000 active; cell-free peptide binding, fluorescence dequenching, 30 min; higher % means a stronger effect; in the data active = inhibition mostly above about 52%, no sharp cut-off; inactive = mostly below about 76%; also: some results filed as inactive read as strong as hits
GPR35 antagonists – GPR35 antagonists blocking zaprinast-driven arrestin recruitment, primary screen, imaging, U2OS, beta-arrestin-GFP, zaprinast agonist (AID 2058). U2OS GPR35 beta-arrestin-GFP translocation imaging, zaprinast antagonism; higher % means a stronger effect. 0.052% of 290,000 active. inhibition, % at 10 µM; hits with a dose series show IC50 in µM;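 active = inhibition of at least 50% with at least 30 cells and total cytoplasm GFP at most 10,000,000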
West Nile antiviral – West Nile virus antiviral activity, cell-based, CPE readout (AID 1621); 0.02% of 290,000 active; West Nile virus-infected cells, CPE inhibition; higher % means a stronger effect; CPE inhibition, % at 10 µM; hits with a dose series show IC50 in µM; in the data active = a potency from the dose series; also: strong numbers were not always called active
Dengue-2 NS5 capping – Dengue-2 NS5 methyltransferase inhibitors, primary screen, biochemical, confirmation dose response (AID 588689); Dengue-2 NS5 methyltransferase capping enzyme assay, biochemical; higher % means a stronger effect; inhibition, % at 25 µM, or IC50 in µM where a hit was titrated; 0.3% of 340,000 active; in the data active = a potency from the dose series
NOD1 inhibition – NOD1 signaling inhibitors, primary screen, cell-based, luminescence, uHTS (AID 1578); NOD1-driven NF-kB luciferase reporter cells, luminescence; higher % means a stronger effect; inhibition, % at 4 µM; hits with a dose series show EC50 in µM; 1% of 290,000 active; in the data active = inhibition mostly above about 36%, no sharp cut-off; inactive = mostly below about 34%;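 also: HEK-293T reporter cells stimulated with the NOD1 agonist gamma-tri-DAP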
KOR beta-arrestin-2 – kappa opioid receptor activators – cell-based, luminescence, uHTS, primary screen (AID 1777); 0.02% of 280,000 active; KOR beta-arrestin recruitment, luminescence; higher % means a stronger effect; one-dose activation, % at 10 µM; EC50 in µM for titrated hits; in the data active = activation above about 50%, passing the limit was not always enough; also: a part of the inactive calls stands beside numbers as strong as those of hits
Dengue-2 NS5 capping pilot replicate – further read-out of Dengue-2 NS5 capping, marked with its call; inhibition, %; measured here: pilot screen replicate inhibition
Starred values were filed as active, the others as inactive; · = not tested or not shown; [ ] = another dose, or the depositor's remark. These rows are one share of the data; rates above refer to the full screens.

SMILES	KOR beta-arrestin-1	GPR55 activation	GPR55 antagonists	HIV peptide binding	GPR35 antagonists	West Nile antiviral	Dengue-2 NS5 capping	NOD1 inhibition	KOR beta-arrestin-2	others
COc1cc2ccccc2cc1C(=O)NC(=S)Nc1cccc(C(=O)O)c1	-65.4%[20 µM]	-0.1%	-12.3%	58.8%*	-6.3%	0.2%	·	-52.7%	0.1%
Cc1ccc(S(=O)(=O)N2CCCC(c3nc(-c4ccc(C)o4)no3)C2)cc1 (stereo unspecified)	-10.2%	-0.2%	-3.3%	-4.0%	-3.3%	-0.5%	-3.5%	-14.8%	-3.5%
O=C(O)c1ccccc1-c1nc2ccccc2n1-c1ccccc1	-2.5%	-0.2%	19.2%	3.5%	-1.7%	-0.5%	-4.4%	-21.2%	0.5%
CCOc1ccc2[nH]c3c(NCCCOC)ncnc3c2c1	27.0%	0.0%	13.2%	-3.7%	-3.6%	-0.8%	-3.3%	1.9%	-4.5%
COCc1cc(=O)n2[nH]c(-c3cccc(Br)c3)cc2n1	1.0%	-0.1%	4.5%	0.1%	2.3%	0.1%	-1.4%	-35.3%	-2.5%
CC(=O)COc1cc(C)cc2oc(=O)cc(-c3ccccc3)c12	-16.0%[20 µM]	0.2%	15.0%	0.8%	2.6%	-0.5%	7.2%	-1.3%	-1.3%
COc1ccc2c(c1)oc(=O)c1cc(OC)ccc12	-25.5%	0.5%	-0.1%	1.3%	-9.5%	-0.2%	-3.5%	-17.7%	43.5%
CC(C)CC(=O)N1CCN(Cc2ccc3c(c2)OCO3)CC1	-11.8%	0.0%	-2.3%	1.4%	5.5%	0.0%	-4.2%	-20.3%	3.5%
COc1ccc(CNC(=O)CN2CCC(n3nnc4cc(F)ccc43)CC2)cc1	-2.5%[20 µM]	-0.1%	1.7%	1.4%	-16.8%	-1.2%	-6.1%	-22.3%	-10.8%
CCOC(=O)c1sc2nc(C)nc(SCC(=O)NC(C)CCc3ccccc3)c2c1C (stereo unspecified)	-15.5%	-0.4%	12.8%	1.7%	3.5%	-0.7%	-21.6%	-2.8%	-4.5%
CCCn1c(NCc2cc(OC)ccc2OC)nc2ccccc21	-6.4%	-0.3%	4.1%	-1.5%	18.4%	-1.4%	-11.1%	-7.7%	-3.4%
O=C(NCc1ccco1)c1cc(-c2ccccc2)c(N2CCOCC2)s1	14.8%	-0.1%	4.6%	-1.1%	2.1%	-0.1%	-8.8%	-33.1%	-2.2%
COc1cc(CNCCCN2CCOCC2)c(Br)cc1OCC(=O)Nc1ccccc1C	-26.8%	-0.2%	11.6%	0.7%	-3.7%	0.2%	7.7%	-21.3%	-1.5%
CN(C)S(=O)(=O)c1cccc(NC(=O)CSc2nc3ccccc3n2-c2ccccc2)c1	-7.5%	1.0%	10.8%	-0.1%	-5.9%	0.0%	-1.1%	-12.9%	4.7%
CCCc1ccc(-c2ccc(/C=C/C(=O)O)cc2)nc1	-20.5%	-0.3%	3.8%	3.4%	8.4%	0.0%	-2.2%	76.4%*	3.7%
COc1ccc(-c2sccc2C(C)C(=O)O)cc1 (stereo unspecified)	-12.5%	-0.3%	-4.6%	1.0%	8.3%	0.2%	0.8%	-7.2%	-4.0%
COc1ccc2c(c1)CCC/C2=N\NC(=O)c1ccoc1C	-14.8%	0.2%	-6.0%	-4.0%	-4.8%	-0.5%	-5.3%	-15.5%	15.2%
Cc1ccc(-c2nnc(SCC(=O)NC3CCCc4ccccc43)n2N)cc1 (stereo unspecified)	14.6%	0.1%	3.5%	-0.6%	-9.2%	-2.0%	-7.2%	-6.5%	-3.3%
O=[N+]([O-])c1ccc(C(=S)N2CCN(Cc3ccccc3)CC2)cc1	42.4%	-0.2%	8.3%	-2.4%	-7.9%	-0.6%	-3.4%	-29.5%	-5.4%
Cn1cccc1Cc1nnc(SCC(=O)Nc2ccc(F)cc2)n1CCc1ccccc1	-8.3%	-0.1%	6.9%	2.8%	7.5%	0.0%	-5.1%	1.6%	1.6%
Cn1c(=O)n(C)c2cc(NS(C)(=O)=O)ccc21	-28.7%	-0.1%	1.3%	-1.1%	-2.4%	-0.3%	-3.9%	2.3%	4.5%
CC1=C(C(=O)N2CCOCC2)C(c2cc(C)ccc2C)NC(=S)N1 (stereo unspecified)	10.9%	0.0%	16.6%	-2.0%	-9.6%	0.0%	-1.5%	-16.4%	-2.4%
Cc1nc(NC(=O)CSc2nnnn2C)sc1C	-0.8%	-0.4%	1.0%	1.3%	-7.4%	0.3%	1.6%	-25.9%	1.7%
COc1ccc(S(=O)(=O)Nc2nc3n(n2)C(c2ccc(Cl)cc2)CC(=O)N3)cc1 (stereo unspecified)	-18.9%	-0.1%	0.0%	-2.5%	-1.8%	·	1.1%	-25.4%	6.9%
Cc1ccc(NCCNc2ccc(C)cc2)cc1	19.4%	0.1%	5.6%	-2.5%	2.0%	-0.3%	0.3%	-4.9%	36.8%
CN(C)c1ccc(C=Nc2ccccc2C(N)=O)cc1	-9.2%	-0.2%	7.5%	3.7%	-11.3%	·	3.8%	-27.2%	-7.3%	Dengue-2 NS5 capping pilot replicate=-0.3
CCC(NS(=O)(=O)c1ccc(C)cc1)C(=O)Nc1ccc(NC(C)=O)cc1 (stereo unspecified)	-32.4%	-0.1%	4.4%	3.2%	11.9%	0.1%	-6.1%	-32.3%	3.0%
O=Cc1cccn1-c1cccc([N+](=O)[O-])c1	-39.2%	-0.2%	-9.5%	-1.7%	-3.3%	0.1%	-2.1%	-24.1%	2.7%
Cn1c(CSc2nc3ccccc3s2)nc2ccccc21	8.2%	-0.1%	-2.4%	-1.7%	-7.1%	-0.6%	-7.5%	-33.8%	-2.6%	Dengue-2 NS5 capping pilot replicate=0.9
CCOc1ccc(C2=CSC3=NCCN23)cc1	-20.1%	0.4%	13.6%	-1.5%	0.1%	-0.6%	·	-12.8%	-1.9%
O=C(O)c1cc(-c2ccccc2Cl)n(-c2cccc(Cl)c2)n1	20.7%	0.0%	-5.5%	1.1%	-6.1%	-0.1%	4.5%	-3.4%	3.1%
COc1ccc(-c2cc(C(=O)N3CCCCCC3)c3ccccc3n2)c(OC)c1	-7.7%	0.2%	0.1%	2.3%	6.8%	-0.4%	6.4%	-3.2%	2.4%
Cn1nc([N+](=O)[O-])c2c(-c3nc4ccccc4s3)c(N)n(C3CCCCC3)c2c1=O	29.5%	0.3%	6.6%	-6.4%	11.7%	0.3%	-3.3%	-79.3%	-2.4%
O=C(CN1CCN(Cc2ccccc2F)C1=O)NC1CCCC1	12.4%	-0.3%	10.0%	1.1%	-9.4%	0.4%	0.0%	0.7%	0.9%
Cc1cc(C(=O)NNC(=O)Nc2ccccc2)no1	-8.9%	-0.2%	7.8%	-0.3%	21.7%	0.3%	2.3%	1.5%	5.2%
O=C(Nc1nnc(C2CCCCC2)s1)c1cccs1	7.3%	-0.1%	7.3%	0.3%	-4.5%	-0.4%	-10.0%	-36.1%	-2.2%	Dengue-2 NS5 capping pilot replicate=-6.4
O=C(c1ccco1)N1CCN(C(=O)c2ccc(CS(=O)c3cccc(Cl)c3)o2)CC1 (stereo unspecified)	1.7%	-0.1%	4.5%	-0.9%	10.1%	-0.3%	-6.1%	-23.9%	-0.8%
Cc1ccc(NC(=O)C2CCN(S(=O)(=O)c3ccc(F)cc3)CC2)cc1	-17.4%	0.0%	-2.7%	-3.2%	-4.4%	-0.6%	0.7%	-23.2%	0.9%	Dengue-2 NS5 capping pilot replicate=2.1
O=C(CCSc1ccccc1)N1CCCC1	8.0%	-0.1%	5.5%	-0.4%	3.2%	0.3%	5.3%	-44.5%	1.1%
COc1ccc(C(=O)Nc2cccc(-c3ccc4nncn4n3)c2)cc1	-16.3%	0.0%	-5.1%	-0.3%	-6.1%	0.4%	-3.1%	-27.0%	-3.7%
CCOc1ccc(CN2CCN(Cc3ccon3)CC2CCO)cc1 (stereo unspecified)	-35.7%[20 µM]	-0.1%	-5.9%	0.6%	0.7%	-0.2%	-2.7%	-20.3%	·
COc1ccc(-n2c(COc3ccccc3)nnc2SCc2ccc(C#N)cc2)cc1	25.7%	-0.2%	4.6%	-2.0%	-6.0%	-0.9%	-4.1%	-14.3%	3.2%	Dengue-2 NS5 capping pilot replicate=0.6
OCCOCCOc1ccc(-c2nn[nH]n2)cc1	2.8%	-0.3%	-5.3%	-0.8%	14.6%	0.3%	-4.7%	-5.3%	-4.6%
Cc1ccccc1C(=O)N1CCN(c2ccc([N+](=O)[O-])c(NCc3ccco3)c2)CC1	-13.8%	-0.1%	1.0%	1.6%	-2.1%	2.5%	-5.6%	·	0.4%
COCC(=O)N1CCC(Oc2ccc(C(=O)N(C)CCCC3CCCC3)cc2)CC1	-40.5%	-0.2%	4.2%	1.2%	1.3%	-0.7%	0.0%	-5.8%	-0.5%
CN(C)Cc1n[nH]c(=O)c2ccccc12	-21.8%	1.1%	4.7%	0.1%	9.6%	0.2%	-7.3%	-40.1%	6.9%
Cc1ccc(C)c(OCC(=O)Nc2cc(C)on2)c1	-10.2%	1.8%	8.1%	3.8%	-0.7%	0.1%	-0.7%	-25.6%	-0.4%
CC(=O)/C(=N\Nc1ccc(Cl)cc1Cl)Sc1cccc2cccnc12	9.32µM*	0.0%	9.1%	0.0%	-15.7%	-1.7%	-0.7%	-23.9%	10.6%
CCCNC(=O)C1CCCN(S(=O)(=O)c2ccc3c(c2)CC(C)N3C(=O)C2CC2)C1 (stereo unspecified)	-16.5%[20 µM]	-0.1%	2.7%	0.1%	-2.0%	-1.0%	-0.7%	-0.9%	-2.5%
Cc1ccc(-n2c(C)cc(C)c(C#N)c2=O)cc1Cl	31.8%	-0.2%	-0.2%	1.2%	-2.1%	0.0%	-0.8%	-15.8%	3.0%
COc1ccc(OC)c(NC(=O)CSc2ncccc2C(=O)O)c1	19.2%	0.2%	-5.7%	0.0%	36.1%	0.7%	1.4%	-6.8%	4.2%
O=C(NC1CC1)c1ccc2c(c1)NC(=O)c1ccccc1S2	28.0%	-0.1%	6.8%	-1.7%	9.5%	-0.6%	·	-2.2%	3.5%
Cn1c(C(C#N)/C(=N\S(=O)(=O)c2cccs2)c2ccccc2)nc2ccccc21 (stereo unspecified)	0.9%	0.4%	-18.0%	0.3%	10.1%	0.4%	0.7%	3.4%	-1.1%

Sorted by length of the SMILES (rising): 3 of the compounds above.
SMILES	KOR beta-arrestin-1	GPR55 activation	GPR55 antagonists	HIV peptide binding	GPR35 antagonists	West Nile antiviral	Dengue-2 NS5 capping	NOD1 inhibition	KOR beta-arrestin-2	others
OCCOCCOc1ccc(-c2nn[nH]n2)cc1	2.8%	-0.3%	-5.3%	-0.8%	14.6%	0.3%	-4.7%	-5.3%	-4.6%
Cc1ccc(C)c(OCC(=O)Nc2cc(C)on2)c1	-10.2%	1.8%	8.1%	3.8%	-0.7%	0.1%	-0.7%	-25.6%	-0.4%
CCOc1ccc(CN2CCN(Cc3ccon3)CC2CCO)cc1 (stereo unspecified)	-35.7%[20 µM]	-0.1%	-5.9%	0.6%	0.7%	-0.2%	-2.7%	-20.3%	·
